Screens: PubChem BioAssay, several laboratories
Rtt109 Vps75 – inhibitors of C. albicans Rtt109/Vps75 HAT, primary screen, biochemical, ThioGlo CoA-SH fluorescence, plate reader. purified Rtt109/Vps75, 4 h. inhibition, % at 34.9 µM. actives 0.16% (n = 330,000). Histone acetyltransferase RTT109 (Candida albicans (strain SC5314 / ATCC MYA-2876)), …;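 active = inhibition of at least 50% in every replicate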
Target sequence (Q5AAJ8 whole entry, looked up): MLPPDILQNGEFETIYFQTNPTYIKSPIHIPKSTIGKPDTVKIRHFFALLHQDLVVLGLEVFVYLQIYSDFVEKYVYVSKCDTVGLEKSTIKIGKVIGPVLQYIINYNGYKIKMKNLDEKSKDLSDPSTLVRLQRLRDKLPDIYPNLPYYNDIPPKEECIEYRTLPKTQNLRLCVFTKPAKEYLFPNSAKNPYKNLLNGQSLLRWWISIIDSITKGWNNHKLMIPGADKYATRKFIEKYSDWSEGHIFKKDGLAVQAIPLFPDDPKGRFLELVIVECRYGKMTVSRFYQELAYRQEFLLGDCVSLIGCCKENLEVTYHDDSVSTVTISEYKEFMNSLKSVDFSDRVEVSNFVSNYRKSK
HTR5A ag ctr – HTR5A agonists in luminescence cell assay, primary screen, counter-screen for OPRM1-OPRD1 heterodimer agonist project, full-deck HTS; actives 0.61% (n = 340,000); 5-hydroxytryptamine receptor 5A (Homo sapiens), P47898; activation, % at 9.3 µM; cell-based; in the data active = activation mostly above about 9.5%, no sharp cut-off; inactive = mostly below about 7.6%;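 note: 0% = cells with vehicle only and 100% = reference agonist; strong numbers were not always called active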
CDK5 inh – inhibitors of human CDK5/p35 kinase, primary screen, biochemical, single concentration. Cyclin-dependent kinase 5 (Homo sapiens) + Cyclin-dependent kinase 5 activator 1 (Homo …. Recombinant CDK5/p35, ADP-Glo luminescence, 60 min. inhibition, % at 10 µM. actives 0.01% (n = 330,000);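 active = highest replicate inhibition of at least 50% and at least 75% of replicates reaching 50%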;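 note: plate controls were DMSO neutral control for no effect and GW8510 at 10 µM for full effect; many of its hits are not listed in these tables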
RTF Ca sens act – cardiac RTF calcium sensitivity activators, primary screen, biochemical, IANBD-TnC fluorescence, EC20 calcium | AID 493008, 2010 | Troponin I, cardiac muscle (Homo sapiens) + Troponin T, cardiac muscle (Homo sapiens) + … | actives 0.24% (n = 340,000) | activation, % at 7.2 µM | IANBD-labeled TnC RTF fluorescence at EC20 calcium; 0% EC20 calcium, 100% full calcium;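 active = activation above the mean over all tested compounds plus 3 SD, cut at about 30% in these data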;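 note: rise in fluorescence read as greater calcium sensitivity of cardiac thin filaments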
Wnt bcat act – Wnt/beta-catenin pathway activators, primary screen, cell-based, plate reader, single point | Wnt/beta-catenin reporter cell assay, activator | activation, % at 9.35 µM | actives 1.2% (n = 300,000) | AID 743398, 2014; in the data active = activation above about 30%, passing the limit was not always enough;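 note: 0% = neutral control wells and 100% = positive control wells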
PvdQ acylase – P. aeruginosa PvdQ acylase inhibitors, primary screen, biochemical, fluorescence, plate reader and imaging, single point; PvdQ acylase [Pseudomonas aeruginosa LESB58]; purified PvdQ acylase; inhibition, % at 10 µM; actives 0.063% (n = 340,000); in the data active = inhibition above about 30%, passing the limit was not always enough;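 note: 0% = vehicle neutral wells and 100% = reference inhibitor wells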
SR-BI DiI-HDL act – activators of SR-BI mediated DiI-HDL uptake, primary screen, ldlA[mSR-BI] CHO cells, DiI fluorescence | 3 h; 100 = double the neutral-control signal | activation, % at 12.5 µM | actives 0.096% (n = 320,000);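 active = mean replicate activation of at least 60% and every replicate at or above 60%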;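 note: 0% = median plate neutral-control signal and 100% = twice that signal; values of inactives mirror those of a sister screen read the other way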
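system = CHO ldlA[mSR-BI] cells, LDL receptor-null, SR-BI overexpressing | medium = Ham's F12 with 0.5% BSA, HEPES 25 mM, pH 7.4 | probe or stimulus = DiI-HDL 10 µg/mL | compound dosing = single-point compound dose | incubation = compound exposure 3 h, 37 °C | technique = DiI fluorescence, bottom read | read-out = cell-associated DiI fluorescence as measure of HDL uptake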
MITF act – activators of MITF-driven TRPM1 promoter reporter, primary screen, cell-based, SK-MEL-5, luciferase, single point. SK-MEL-5 TRPM1-promoter luciferase, 24 h; % of positive control, neutral wells = 0. activation, % at 12.5 µM. actives 0.75% (n = 300,000). AID 588334, 2011;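 active = mean activation of at least 80% with every replicate also reaching 80%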;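 note: 0% = neutral control wells and 100% = parthenolide positive control wells; values of inactives mirror those of a sister screen read the other way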
dFosB activator – activators of delta FosB homodimer, primary screen, biochemical, fluorescence polarization, TAMRA-CDK5 oligo, single point; purified delta FosB; percent of positive-control signal above neutral wells; activation, % at 25 µM; Protein FosB (Mus musculus), P13346; actives 0.99% (n = 340,000); AID 493131, 2011;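 active = mean activation above about 17%, with every replicate also reaching it, limit read from the data, passing the limit was not always enough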;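 note: fluorescence polarization rise as delta FosB binds a TAMRA Cdk5 AP-1 oligo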
SR-BI HDL uptake – inhibitors of SR-BI mediated HDL lipid uptake, primary screen, ldlA[mSR-BI] cells, fluorescence, single point | Scavenger receptor class B member 1 (Mus musculus), Q61009 | ldlA[mSR-BI] CHO cells, DiI-HDL uptake fluorescence, 3 h | inhibition, % at 12.5 µM | actives 0.96% (n = 320,000) | AID 488896, 2010;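 active = mean replicate inhibition of at least 70% and a set share of replicates each scoring 70 or more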;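 note: 0% = median of neutral control wells and 100% = median of positive control wells; values of inactives mirror those of a sister screen read the other way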
Target sequence (Q61009 whole entry, looked up): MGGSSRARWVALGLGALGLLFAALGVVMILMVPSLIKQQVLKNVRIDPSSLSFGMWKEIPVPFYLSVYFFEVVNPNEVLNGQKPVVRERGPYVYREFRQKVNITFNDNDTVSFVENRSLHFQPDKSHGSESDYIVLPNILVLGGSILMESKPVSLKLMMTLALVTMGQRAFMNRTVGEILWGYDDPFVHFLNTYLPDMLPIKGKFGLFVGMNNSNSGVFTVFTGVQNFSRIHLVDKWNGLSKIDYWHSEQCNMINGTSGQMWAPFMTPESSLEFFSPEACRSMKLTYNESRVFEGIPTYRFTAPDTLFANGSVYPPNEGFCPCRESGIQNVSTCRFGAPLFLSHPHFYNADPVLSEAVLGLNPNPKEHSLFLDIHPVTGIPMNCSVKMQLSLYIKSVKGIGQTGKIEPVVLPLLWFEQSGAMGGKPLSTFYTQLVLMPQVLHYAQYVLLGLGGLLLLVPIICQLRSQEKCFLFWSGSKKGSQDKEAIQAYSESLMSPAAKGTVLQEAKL
* hit, by the source's call; x = no result given. Hits appear at their usual frequency (roughly 4.4% active in at least one column).

| # | SMILES | Rtt109 Vps75 | HTR5A ag ctr | CDK5 inh | RTF Ca sens act | Wnt bcat act | PvdQ acylase | SR-BI DiI-HDL act | MITF act | dFosB activator | SR-BI HDL uptake |
| --- | --- | --- | --- | --- | --- | --- | --- | --- | --- | --- | --- |
| 1 | O=C(CSc1nnc(-c2n[nH]c3ccccc23)n1-c1ccccc1)Nc1ccccc1Cl | -2 | 0 | 1.3 | -4 | -6 | 0 | -43 | -11 | -4 | 43 |
| 2 | Cc1c(Cl)cccc1NC(=S)Nn1cnnc1 | 4 | 0 | 1.1 | 6 | 26 | 4 | -6 | -10 | -4 | 6 |
| 3 | CCc1c(C)sc(NC(=O)c2ccco2)c1C#N | 1 | -2 | 0.8 | -4 | 0 | 2 | -23 | 51 | -2 | 23 |
| 4 | COc1ccc(NC(=S)NC2CC3CCC2C3)c(OC)c1 (stereo not drawn) | -6 | 1 | -2.0 | 0 | 10 | -6 | -3 | -6 | -7 | 3 |
| 5 | Cc1cccc(NC(=O)CS(=O)(=O)c2cn(CC(=O)N3CCOCC3)c3ccccc23)c1 | -4 | 6 | -3.1 | 6 | 1 | -3 | -7 | -14 | -3 | 7 |
| 6 | Cc1ccccc1OCC(=O)N/N=C1\SCC(=O)N1Cc1ccccc1 | 1 | 1 | -1.4 | 10 | -5 | -14 | x | -8 | -10 | x |
| 7 | COc1ccc(NC(=O)c2sc3nc(C)nc(N4CCN(c5ccccn5)CC4)c3c2C)c(OC)c1 | -9 | 0 | 0.3 | -3 | 2 | 4 | -19 | 11 | 1 | 19 |
| 8 | COc1cc(/C=C(\C#N)C(=O)N2CCCCC2)ccc1O | 10 | -3 | -0.3 | -1 | -1 | -6 | 37 | 7 | -1 | -37 |
| 9 | O=C(Nc1ccc(Cl)cc1)NC1CCCC1Cc1ccco1 (stereo not drawn) | 14 | 3 | 0.5 | -11 | x | 4 | -18 | 14 | -8 | 18 |
| 10 | COc1ccccc1NC(=O)N1CCCC1C(=O)Nc1ccc(NC(C)=O)cc1 (stereo not drawn) | -8 | 3 | 0.1 | 5 | -5 | -6 | 6 | 0 | 3 | -6 |
| 11 | O=C(Nc1nnc(-c2ccc(F)cc2)o1)c1ccc(S(=O)(=O)N2CCOCC2)cc1 | 0 | 0 | -1.6 | -4 | x | 11 | 31 | -10 | -9 | -31 |
| 12 | Cc1cc(C(=O)Nc2cccc3c2O[C@@H](CN(C)S(C)(=O)=O)[C@H](C)CN([C@@H](C)CO)C3=O)n(C)n1 | 8 | -7 | 1.4 | -1 | -5 | 5 | 5 | -4 | 4 | -5 |

Next part, overlapping the part above by 3 compounds.
| # | SMILES | Rtt109 Vps75 | HTR5A ag ctr | CDK5 inh | RTF Ca sens act | Wnt bcat act | PvdQ acylase | SR-BI DiI-HDL act | MITF act | dFosB activator | SR-BI HDL uptake |
| --- | --- | --- | --- | --- | --- | --- | --- | --- | --- | --- | --- |
| 10 | COc1ccccc1NC(=O)N1CCCC1C(=O)Nc1ccc(NC(C)=O)cc1 (stereo not drawn) | -8 | 3 | 0.1 | 5 | -5 | -6 | 6 | 0 | 3 | -6 |
| 11 | O=C(Nc1nnc(-c2ccc(F)cc2)o1)c1ccc(S(=O)(=O)N2CCOCC2)cc1 | 0 | 0 | -1.6 | -4 | x | 11 | 31 | -10 | -9 | -31 |
| 12 | Cc1cc(C(=O)Nc2cccc3c2O[C@@H](CN(C)S(C)(=O)=O)[C@H](C)CN([C@@H](C)CO)C3=O)n(C)n1 | 8 | -7 | 1.4 | -1 | -5 | 5 | 5 | -4 | 4 | -5 |
| 13 | COc1ccc(OCCCC(=O)Nc2nnc(C3CCCO3)s2)cc1 (stereo not drawn) | 2 | 3 | -3.0 | 5 | -8 | -7 | 1 | x | -10 | -1 |
| 14 | NS(=O)(=O)c1ccc(NC(=S)NCc2ccccc2Cl)cc1 | 6 | 8 | -1.3 | 4 | x | -12 | 4 | 1 | -15 | -4 |
| 15 | COc1ccc(NS(=O)(=O)c2cc3c4c(c2)C(C)C(=O)N4CCC3)cc1 (stereo not drawn) | 5 | -3 | -0.9 | 3 | 0 | -21 | 1 | -2 | -5 | -1 |
| 16 | CCc1ccc2[nH]c3nc(N/N=C/c4cccc(O)c4)nnc3c2c1 | 2 | -1 | 0.1 | -3 | 0 | -6 | -12 | x | 13 | 12 |
| 17 | CC(C)CNC(=S)N1CCC(C(=O)c2ccc(F)cc2)CC1 | -2 | 1 | 0.6 | 5 | -2 | -14 | -20 | -9 | -1 | 20 |
| 18 | CN(C)Cc1c(O)ccc2c(=O)c(-c3ccc(Cl)cc3)coc12 | 5 | 1 | 0.5 | -1 | -2 | -18 | x | 22 | -2 | x |
| 19 | CCOC(=O)N1CCN(C(=O)CCSc2ccc(Cl)cc2)CC1 | -5 | -1 | -0.3 | 9 | 3 | -2 | 10 | x | -2 | -10 |
| 20 | CCOC(=O)/C(C(=O)Nc1ccccc1Cl)=C1/NC(C)(C)Cc2ccccc21 | -17 | -3 | -0.2 | -1 | -1 | -13 | -18 | 2 | 1 | 18 |
| 21 | CCNc1nc(NCC)n2c(SCC(=O)c3ccccc3Cl)nnc2n1 | 5 | -2 | -0.1 | 2 | 2 | -7 | 14 | -3 | -8 | -14 |
| 22 | N#Cc1cccc(Cn2cc(C(F)(F)F)ccc2=O)c1 | 12 | 3 | 0.5 | 1 | -1 | 8 | 16 | 3 | -4 | -16 |
| 23 | O=C(c1ccncc1)N1CCCC(N2CCN(c3cccc(C(F)(F)F)c3)CC2)C1 (stereo not drawn) | 9 | 4 | -2.7 | 5 | -1 | -16 | -11 | -4 | -7 | 11 |
| 24 | O=C(CN1CCN(S(=O)(=O)c2ccc(Cl)c(Cl)c2)CC1)N1CCCCC1 | -7 | 3 | 1.1 | 0 | -2 | -14 | 19 | -2 | -8 | -19 |
| 25 | CC(=O)c1ccc(NC(=S)NC(C)c2ccc(Cl)cc2Cl)cc1 (stereo not drawn) | 4 | -4 | -0.5 | -4 | -2 | -4 | -19 | 23 | -5 | 19 |
| 26 | Cc1nc(C(=O)N2CCC(n3nccc3NC(=O)Nc3ccccc3Cl)CC2)cs1 | -8 | 1 | x | -4 | 3 | -2 | 0 | 2 | -7 | 0 |

Another view of 4 compounds above:
15. COc1ccc(NS(=O)(=O)c2cc3c4c(c2)C(C)C(=O)N4CCC3)cc1 (stereo not drawn)
  Rtt109 Vps75: 5
  HTR5A ag ctr: -3
  CDK5 inh: -0.9
  RTF Ca sens act: 3
  Wnt bcat act: 0
  PvdQ acylase: -21
  SR-BI DiI-HDL act: 1
  MITF act: -2
  dFosB activator: -5
  SR-BI HDL uptake: -1

25. CC(=O)c1ccc(NC(=S)NC(C)c2ccc(Cl)cc2Cl)cc1 (stereo not drawn)
  Rtt109 Vps75: 4
  HTR5A ag ctr: -4
  CDK5 inh: -0.5
  RTF Ca sens act: -4
  Wnt bcat act: -2
  PvdQ acylase: -4
  SR-BI DiI-HDL act: -19
  MITF act: 23
  dFosB activator: -5
  SR-BI HDL uptake: 19

17. CC(C)CNC(=S)N1CCC(C(=O)c2ccc(F)cc2)CC1
  Rtt109 Vps75: -2
  HTR5A ag ctr: 1
  CDK5 inh: 0.6
  RTF Ca sens act: 5
  Wnt bcat act: -2
  PvdQ acylase: -14
  SR-BI DiI-HDL act: -20
  MITF act: -9
  dFosB activator: -1
  SR-BI HDL uptake: 20

14. NS(=O)(=O)c1ccc(NC(=S)NCc2ccccc2Cl)cc1
  Rtt109 Vps75: 6
  HTR5A ag ctr: 8
  CDK5 inh: -1.3
  RTF Ca sens act: 4
  Wnt bcat act: x
  PvdQ acylase: -12
  SR-BI DiI-HDL act: 4
  MITF act: 1
  dFosB activator: -15
  SR-BI HDL uptake: -4
